# From PubChem BioAssay
# CHRM5 agonist = human M5 muscarinic receptor agonists, primary screen, CHO-K1 cells, Fluo-8 calcium fluorescence; Muscarinic acetylcholine receptor M5 (Homo sapiens), P08912; CHO-K1 hM5 cells; 0% DMSO wells, 100% maximal acetylcholine response; activation, % at 3 µM; 0.19% of 360,000 active; AID 624037, 2012;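 active = activation above the run's mean over test compounds plus 3 SD, cut at about 23% in these data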;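 note: signal is peak over basal fluorescence ratio across the kinetic read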
# Target sequence (P08912 whole entry, looked up): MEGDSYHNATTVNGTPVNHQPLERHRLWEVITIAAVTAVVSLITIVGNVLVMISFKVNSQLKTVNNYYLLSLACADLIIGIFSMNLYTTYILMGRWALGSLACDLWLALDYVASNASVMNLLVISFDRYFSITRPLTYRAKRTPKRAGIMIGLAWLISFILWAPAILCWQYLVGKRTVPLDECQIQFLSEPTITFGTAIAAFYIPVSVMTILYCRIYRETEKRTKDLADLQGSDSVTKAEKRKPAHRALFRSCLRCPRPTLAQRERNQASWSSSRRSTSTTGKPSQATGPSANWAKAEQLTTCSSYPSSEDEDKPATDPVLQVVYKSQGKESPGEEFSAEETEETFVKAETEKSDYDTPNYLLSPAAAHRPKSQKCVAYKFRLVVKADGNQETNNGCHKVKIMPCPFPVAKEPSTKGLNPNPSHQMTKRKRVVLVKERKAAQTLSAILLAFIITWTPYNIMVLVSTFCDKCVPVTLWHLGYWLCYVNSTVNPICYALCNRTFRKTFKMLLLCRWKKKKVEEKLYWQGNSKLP
# CHRM4 antagonist = human M4 muscarinic receptor antagonists, primary screen, CHO cells, Fluo-8 calcium fluorescence. CHO-hM4 cells, ACh EC80. inhibition, % at 3 µM. 0.73% of 360,000 active;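 active = inhibition above its plate's cutoff, the mean inhibition of sample wells plus 3 SD, cut at about 27% in these data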;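 note: 0% = acetylcholine EC80 with DMSO and 100% = DMSO without agonist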
# M4 ag = human M4 muscarinic receptor agonists, primary screen, CHO-K1 cells, Fluo-8 calcium fluorescence | Muscarinic acetylcholine receptor M4 (Homo sapiens), P08173 | CHO-K1 hM4/Gqi5; vehicle 0%, full acetylcholine response 100% | activation, % at 3 µM | 0.14% of 360,000 active | AID 624127, 2012;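 active = activation above the run mean over all test wells plus 3 SD, cut at about 32% in these data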;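 note: peak over basal fluorescence ratio per well then scaled between controls; 0% = DMSO wells and 100% = acetylcholine at EC100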
# M1 antag = human M1 muscarinic receptor antagonists, primary screen, CHO-K1 cells, Fluo-8 calcium fluorescence, 1536-well. Muscarinic acetylcholine receptor M1 (Homo sapiens), P11229. CHO-K1 hM1, ACh EC80 antagonist. inhibition, % at 3 µM. 1.3% of 360,000 active;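 active = percent inhibition above its own plate's cutoff, namely the mean of that plate's compound wells plus 3 SD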;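 note: peak over basal fluorescence ratio during 140 s after agonist addition; 0% = ACh EC80 plus DMSO and 100% = DMSO alone without agonist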
# Target sequence (P11229 whole entry, looked up): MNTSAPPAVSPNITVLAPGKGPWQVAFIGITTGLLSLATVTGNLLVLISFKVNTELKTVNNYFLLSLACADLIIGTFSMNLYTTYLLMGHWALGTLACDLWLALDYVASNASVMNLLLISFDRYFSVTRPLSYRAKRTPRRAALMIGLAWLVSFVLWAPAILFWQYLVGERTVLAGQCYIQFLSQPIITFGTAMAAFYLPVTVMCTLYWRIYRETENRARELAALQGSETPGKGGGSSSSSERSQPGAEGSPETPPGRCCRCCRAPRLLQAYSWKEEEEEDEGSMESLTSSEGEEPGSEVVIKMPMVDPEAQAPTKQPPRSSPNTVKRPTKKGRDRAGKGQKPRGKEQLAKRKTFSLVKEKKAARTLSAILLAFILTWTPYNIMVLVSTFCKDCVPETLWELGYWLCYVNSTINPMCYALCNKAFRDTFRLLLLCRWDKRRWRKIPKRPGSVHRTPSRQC
# M5 antag = human M5 muscarinic receptor antagonists, primary screen, CHO cells, Fluo-8 calcium fluorescence; Muscarinic acetylcholine receptor M5 (Homo sapiens), P08912; CHO-hM5 cells, ACh EC80; inhibition, % at 3 µM; 0.59% of 360,000 active; AID 624040, 2012;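 active = inhibition above a per-plate cutoff, the mean of that plate's test compounds plus 3 SD, cut at about 27% in these data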;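 note: 0% = acetylcholine EC80 with DMSO and 100% = DMSO without agonist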
# CHRM5 PAM = human M5 muscarinic receptor positive allosteric modulators, primary screen, CHO-K1 cells, Fluo-8 calcium fluorescence | CHO-K1 hM5, ACh EC20 PAM; 0% = ACh EC20, 100% = ACh EC100 | Muscarinic acetylcholine receptor M5 (Homo sapiens), P08912 | 0.3% of 360,000 active | activation, % at 3 µM;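 active = activation above the run cutoff, the mean activation of all test compounds plus 3 SD, cut at about 18% in these data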
#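 Test system: CHO-K1 hM5 cells / Doses: single-point, 3 µM nominal / Times: Post-acetylcholine fluorescence recording 140 s / Technique: Fluo-8 calcium fluorescence / Measure: Max/basal fluorescence ratio as % of EC20–EC100 ACh window / Benchmarks: low control EC20 acetylcholine (0%), high control EC100 acetylcholine (100%) / Replicates: one well per compound, no replicates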
# CRFR2-BP ag = agonists of CRF-BP/CRF-R2 complex, primary screen, cell-based, HEK293, calcium dye fluorescence, uHTS. CRF-binding protein / CRF receptor 2 complex (human). activation, % at 13.2 µM. calcium dye fluorescence (FLIPR); percent of saturating CRF peptide response. 0.46% of 350,000 active;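 active = activation of at least 50%, plus an integration ratio under a set limit after plate pattern correction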;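 note: plate controls were neutral control wells without compound for no effect and CRF at EC100 for full effect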
# CHRM1 PAM = human M1 muscarinic receptor positive allosteric modulators, primary screen, CHO-K1 cells, Fluo-8 calcium fluorescence, 1536-well | Muscarinic acetylcholine receptor M1 (Homo sapiens), P11229 | CHO-K1 hM1, ACh EC20; 0% = ACh EC20, 100% = maximal ACh | activation, % at 3 µM | 0.088% of 360,000 active; in the data active = activation above about 19%, passing the limit was not always enough
# M4 PAM = human M4 muscarinic receptor positive allosteric modulators, primary screen, CHO-K1 cells, Fluo-8 calcium fluorescence; Muscarinic acetylcholine receptor M4 (Homo sapiens), P08173; CHO-K1 hM4/Gqi5, ACh EC20; 0% = ACh EC20, 100% = maximal ACh; activation, % at 3 µM; 0.4% of 360,000 active; AID 624126, 2012;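 active = activation above its plate's cutoff, the mean activation of sample wells plus 3 SD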; note: some results filed as inactive read as strong as hits
# * hit, by the source's call; / = no result given. These rows are one share of the data; count on the stated rates, not on these rows.
SMILES,CHRM5 agonist,CHRM4 antagonist,M4 ag,M1 antag,M5 antag,CHRM5 PAM,CRFR2-BP ag,CHRM1 PAM,M4 PAM
COc1ccc(-n2nnnc2C(c2ccccc2)N2CCC(n3c(=O)[nH]c4ccccc43)CC2)cc1 (configuration not stated),6.0,24.8,18.9,30.7,22.5,-18.2,/,-9.1,-12.0
COc1cccc(N2C(=O)NC(=O)C3(Cc4cc(C)ccc4N(C)C3)C2=O)c1 (configuration not stated),-0.7,-4.9,0.7,-49.7,-1.7,-3.2,-0.4,5.8,2.7
CCN1CCN(C(=O)Cc2ccccc2OC)CC1,-14.9,-2.0,3.1,-8.9,8.2,1.1,1.0,9.6,3.9
CC1CN2C(=O)C1(c1ccccc1)C(=O)NC2=S (configuration not stated),0.5,2.5,0.2,-11.3,0.7,-1.1,-1.5,11.0,-0.8
COc1ccc(-c2nc3ccccc3c(=O)n2-c2cccnc2)cc1,-1.7,-6.9,4.9,-9.1,0.2,-3.9,-0.5,6.8,1.6
CCC(=Nc1ccc2c(c1)CCC2)c1c(O)n(-c2ccc(OC)cc2)c(=O)[nH]c1=O,3.7,-9.3,4.9,-14.7,-3.8,4.0,1.1,9.0,-7.0
CCN(CC)C(=O)c1ccc(NC(=O)c2cccc(S(=O)(=O)N3CCN(C)CC3)c2)cc1,-1.3,10.6,0.9,-9.2,14.9,4.6,3.5,4.2,-2.9
CC(C)CNc1c2c(nc3ccccc13)CCC2,-4.0,9.8,1.3,15.6,12.4,-3.2,-2.0,-7.3,-9.5
COc1ccc(-n2nnnc2C(c2ccnc3ccccc23)N2CCC3(CC2)C(=O)NCN3c2ccccc2)cc1 (configuration not stated),14.1,10.5,19.1,16.5,4.4,-5.4,/,-6.0,-14.3
CCOC(=O)C1=C(C)OC(N)=C(C#N)C12C(=O)Nc1ccc(C)cc12 (configuration not stated),2.0,3.2,1.1,1.3,4.6,1.7,-1.0,4.4,-3.9
CC1(C)CN(S(=O)(=O)OCC(Cl)(Cl)Cl)C(=O)N1,-4.4,4.2,1.0,-12.3,8.4,4.7,0.7,22.5,11.3
COC(=O)C1=C(N)Oc2c(c(=O)oc3ccccc23)[C@]12C(=O)N(C)c1ccccc12,-3.0,-11.2,2.4,-36.8,-7.6,1.0,0.2,2.9,0.4
O=C1NS(=O)c2cc([N+](=O)[O-])cc([N+](=O)[O-])c21 (configuration not stated),0.3,12.0,-0.5,17.6,10.9,-6.0,1.0,-3.7,-10.9
CN1C(=O)C(=Cc2coc3ccccc3c2=O)C(=O)N(C)C1=O,5.3,-0.1,2.1,-1.0,-1.8,7.0,-0.2,3.5,13.2
COc1cc2c(cc1OC)CC[N+](C)=C2,-1.4,-11.9,0.8,-18.5,-2.3,4.7,0.4,10.0,5.4
CC12Nc3ccccc3C(=O)N1Cc1cnnn1-c1ccccc12 (configuration not stated),2.9,6.5,1.6,/,4.9,-15.3,/,/,-2.7
O=C(c1ccccc1F)N1C[C@H]2C[C@@H](C1)c1cccc(=O)n1C2,0.8,-3.7,0.1,9.8,-0.8,-1.8,0.4,-4.8,-1.9
COCCNC(=O)N1[C@H]2CC[C@@H]1C(C(=O)OC)=C(c1cccc(C#N)c1)C2,-0.3,4.8,0.5,2.1,7.3,0.8,-0.4,3.3,3.5
Cc1ccc(S(=O)(=O)N2Cc3ccccc3-n3nncc3C2)cc1,3.9,-12.8,6.1,-10.5,5.3,-7.3,-2.6,12.4,5.5
CC(=O)NN1C(=O)c2ccccc2NC1c1cccnc1 (configuration not stated),-0.9,1.0,0.0,1.8,4.7,6.7,5.7,1.3,1.6
O=c1[nH]c(=O)n(Cc2ccc(F)cc2)c(O)c1C=Nc1ccc(Cl)cc1,-4.3,-0.6,0.4,-3.1,-3.5,-5.9,14.7,4.4,3.0
C=CCN1CC[C@]23c4c5ccc(O)c4O[C@H]2/C(=N/NC(=O)c2ccccc2)CC[C@@]3(O)[C@H]1C5,0.6,17.3,1.2,-13.6,-9.0,2.0,0.5,-3.0,-8.2
COc1cccc(N2C(=O)NC(=O)/C(=C\c3cn(C)c4ccccc34)C2=O)c1,-1.3,-20.5,1.1,2.6,8.8,-1.1,112.5*,-1.8,6.5
COc1ccc(C2SCC(=O)Nc3c2c(=O)[nH]n3C2CCCCC2)cc1 (configuration not stated),-3.8,4.5,-1.9,26.4,-2.1,4.0,-0.2,-2.0,5.2
COc1ccc2c(c1OC)C(=O)O[C@@H]2[C@H]1c2cc3c(cc2CCN1C)OCO3,0.2,-16.6,0.2,-33.6,4.5,-8.1,2.3,7.1,6.3
CN1CCN(Cc2cc(=O)n3ccsc3n2)CC1,-1.2,-5.2,0.9,-4.4,-7.1,-3.1,3.2,5.9,2.2
O=C1NCN(c2ccccc2)C12CCN(C(c1cccs1)c1nnnn1Cc1ccccc1)CC2 (configuration not stated),15.8,19.1,21.1,-13.9,3.2,-6.6,/,0.7,-8.4
COc1ccc(CN2CCN(Cc3ccccc3)CC2)c(OC)c1,-7.1,18.6,0.5,0.0,7.9,-9.7,3.0,0.5,-2.2
CC(C)CCn1c(N)c(C(=O)NCc2cccs2)c2nc3ccccc3nc21,-0.4,2.0,1.4,-6.3,8.9,-3.9,0.1,5.7,6.4
O=C(c1cc2c(s1)-c1ccccc1OC2)N1CCC2(CC1)OCCO2,-0.5,3.6,5.9,-5.7,-11.1,-6.1,0.8,3.0,-4.7
CCC(=NCCO)c1c(O)n(C2CCCCC2)c(=O)[nH]c1=O,-1.4,-8.0,2.6,-13.0,2.4,1.6,-2.1,10.1,9.0
CCCCCCn1c(=O)c(C(=O)Nc2c(C)n(C)n(-c3ccccc3)c2=O)c(O)c2ccccc21,-1.4,-1.6,-0.1,-10.4,-2.5,6.2,0.4,7.0,19.8
CC(C)Oc1cccc(C(=O)C2CCCN(Cc3ccon3)C2)c1 (configuration not stated),0.4,0.9,2.2,2.5,4.0,1.0,5.0,0.4,-0.7
CCCN(CC#CCO)CCC,-1.5,10.1,0.0,-22.9,-5.6,-2.7,-0.4,4.0,-5.1
CN1C(=O)NC(=O)C(N=Nc2ccc(Cl)cc2)C1=O (configuration not stated),1.0,-3.7,2.2,1.7,0.6,1.0,-2.7,14.1,16.1
Cc1ccsc1C(=O)C1CCCN(Cc2cnn(C)c2)C1 (configuration not stated),-9.1,3.9,0.1,-0.8,-3.7,1.0,-0.5,3.1,-1.2
CN1CCN(c2nc3ccccc3c(=O)n2-c2ccccc2)CC1,-0.4,-6.2,1.8,-13.3,0.0,-0.4,-0.3,5.4,1.6
O=C(O)C(Cc1cnc[nH]1)NS(=O)(=O)c1ccc(Br)cc1 (configuration not stated),-1.6,-9.8,0.1,-0.9,16.7,-5.4,-0.1,1.9,4.4
Cc1ccc2c(c1)C1CN(C)CCC1N2C(=O)Cn1nnc(-c2ccccc2F)n1 (configuration not stated),1.0,1.4,2.5,5.8,2.0,-0.5,-2.9,-8.5,0.7
C[C@]12CCC3C(C1CCC2=O)[C@H](O)C[C@H]1C[C@@H](O)CC[C@]31C (some centres not stated),3.1,2.2,0.9,-7.8,-6.8,5.1,6.6,1.9,-3.2

# Retrieved by structure from the list above:
SMILES,CHRM5 agonist,CHRM4 antagonist,M4 ag,M1 antag,M5 antag,CHRM5 PAM,CRFR2-BP ag,CHRM1 PAM,M4 PAM
COc1ccc(-n2nnnc2C(c2ccccc2)N2CCC(n3c(=O)[nH]c4ccccc43)CC2)cc1 (configuration not stated),6.0,24.8,18.9,30.7,22.5,-18.2,/,-9.1,-12.0
CC1(C)CN(S(=O)(=O)OCC(Cl)(Cl)Cl)C(=O)N1,-4.4,4.2,1.0,-12.3,8.4,4.7,0.7,22.5,11.3
O=C1NCN(c2ccccc2)C12CCN(C(c1cccs1)c1nnnn1Cc1ccccc1)CC2 (configuration not stated),15.8,19.1,21.1,-13.9,3.2,-6.6,/,0.7,-8.4

# Next part:
SMILES,CHRM5 agonist,CHRM4 antagonist,M4 ag,M1 antag,M5 antag,CHRM5 PAM,CRFR2-BP ag,CHRM1 PAM,M4 PAM
COc1ccc(C(O)(c2ccccc2)c2ccncc2)cc1 (configuration not stated),-10.1,-21.3,-2.1,-5.3,-9.6,11.4,-4.9,2.8,9.9
O=C(NCC(c1cccnc1)N1CCN(c2ccccc2)CC1)Oc1ccccc1 (configuration not stated),-0.5,-1.7,0.3,6.1,-3.9,-0.3,-1.5,-7.3,2.6
O=C1/C(=C/c2ccc([N+](=O)[O-])cc2)N2CCC1CC2,-0.4,-3.9,2.7,-5.4,-1.7,-0.6,-0.7,3.7,-1.4
CCCOP(=O)(OCCC)C(NC(=O)c1cc(OC)c(OC)c(OC)c1)c1ccccc1 (configuration not stated),1.5,15.7,12.7,12.3,14.1,-11.6,-0.4,-19.3,-17.4
O=[N+]([O-])c1cc([As](=O)(O)c2ccc(O)c([N+](=O)[O-])c2)ccc1O,0.2,-12.2,0.6,-10.7,2.6,-1.5,-0.4,3.7,6.3
O=C(CCc1nnc2ccc(NCc3ccccc3)nn12)N1CCC2(CC1)OCCO2,0.2,-4.6,2.1,6.3,-11.3,5.9,2.1,-0.5,-5.0
COCCNC(=O)N1[C@H]2CC[C@@H]1C(C(=O)OC)=C(c1ccc(OC)c(OC)c1)C2,-0.6,-5.3,1.4,-8.9,4.4,-1.9,-0.5,12.7,7.1
O=P(C(Cl)Cl)(N1CCCCC1)N1CCCCC1,-0.7,14.1,0.7,-5.4,0.9,-6.0,0.3,4.3,1.4
Cc1ccsc1C(=O)C1CCCN(Cc2sc(N(C)C)nc2Cl)C1 (configuration not stated),-0.2,1.7,5.9,-2.4,4.7,-10.2,-0.3,-4.9,-10.9
CC(C)(C)C(=O)OC[N+](C)(C)CCOC(=O)C(O)(c1ccccc1)C1CCCC1 (configuration not stated),-14.4,98.8*,0.0,98.2*,98.7*,-34.2,10.2,-25.2,-23.5
Cc1ccc(NP(=O)(Oc2ccccc2F)Oc2ccccc2F)cc1C,0.8,12.4,-0.1,-4.5,6.6,10.2,-0.7,3.1,13.8
CC/C(=N\Nc1cccc2ccccc12)c1c(O)[nH]c(=O)[nH]c1=O,4.8,-4.3,1.4,-7.6,-10.0,-1.6,-5.1,4.8,4.1
O=C1NC(=O)N(c2ccc3c(c2)OCO3)C(=O)/C1=C/c1ccc(N2CCCCC2)o1,-1.3,-1.7,2.5,-0.2,2.3,3.0,35.0,0.4,1.3
C=CCN1C(=O)NC(=O)/C(=C/c2cnc(SC)nc2)C1=O,2.4,2.3,0.6,-17.5,1.1,0.6,1.6,7.5,9.8
